RXFP1 agonist: RXFP1 (human) receptor agonism; Q9HBX9; 370,000 tested, 0.3% active; Potency, µM (doses to about 57.5 µM), without a hit: at the highest dose activation, hits mostly activators; HEK293T-RXFP1 cAMP TR-FRET, 30 min; response scale: percent of porcine relaxin response, buffer zero; active = well fitted activation curve with a large enough effect; note: potency is the fitted concentration of half-maximal effect; % is set by controls: 0 for no effect and ±100 for the full control effect; nearly all actives have a fitted effect of over 60% in size; many of its hits are not listed in these tables
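HEK293 cells stably expressing RXFP1, treated 30 min at 37C with compounds plus PDE4 inhibitor Ro 20174; cAMP measured by HTRF TR-FRET. Normalized to buffer and 29 nM porcine relaxin; EC50 by Hill fit.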
D2 potentiator: D2 dopamine receptor (human) potentiation; HEK293 T-REx D2, calcium flux, EC20 dopamine potentiation; P14416; 340,000 tested, 0.34% active; potentiation, % at 10 µM;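 active = potentiation over 3 SD above the plate norm, cut at about 30% in these data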; note: 0% is about no effect
Target sequence (P14416 whole entry, looked up): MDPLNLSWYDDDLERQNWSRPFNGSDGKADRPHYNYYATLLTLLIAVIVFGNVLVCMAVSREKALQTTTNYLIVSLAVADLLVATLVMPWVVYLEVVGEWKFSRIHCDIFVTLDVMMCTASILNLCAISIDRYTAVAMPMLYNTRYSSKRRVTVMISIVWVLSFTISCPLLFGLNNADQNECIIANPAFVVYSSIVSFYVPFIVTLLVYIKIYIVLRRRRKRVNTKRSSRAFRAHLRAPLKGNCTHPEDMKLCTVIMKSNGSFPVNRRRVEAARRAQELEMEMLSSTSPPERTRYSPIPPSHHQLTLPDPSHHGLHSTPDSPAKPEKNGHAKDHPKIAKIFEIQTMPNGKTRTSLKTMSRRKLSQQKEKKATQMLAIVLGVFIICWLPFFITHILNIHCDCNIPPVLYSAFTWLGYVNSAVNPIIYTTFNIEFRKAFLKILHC
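Potentiation of an EC20 dopamine calcium response is measured in a force-coupled, tetracycline-inducible Hek293 Trex D2 line. Compound-only kinetic reads over 180 s flag agonists before dopamine addition.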
D1 antag: human D1 dopamine receptor antagonism; activity change, negative = inhibition, % at 10 µM; 360,000 tested, 3.2% active; HEK293 TREx D1 cells, calcium flux, dopamine EC80; active compounds read low; P21728; in the data active = activity change below about -30%; note: % is set by controls: 0 for no effect and ±100 for the full control effect
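HEK293 T-REx cells expressing inducible, force-coupled D1 receptor; no-wash Ca dye, 30–90 min RT. Cmpd → 180 s read at 1 Hz → EC80 DA → 180 s read.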
D1 potentiator: enhances dopamine response at the human D1 receptor. potentiation, % at 10 µM. P21728. HEK293 TREx D1 cells, calcium flux, dopamine EC20 potentiation. 360,000 tested, 0.036% active; in the data active = potentiation above about 30%; note: 0% is about no effect
D2 agonist: agonists of human D2 dopamine receptor; P14416; HEK293 T-REx D2 cells, calcium flux agonist mode; activation, % at 2 µM; 340,000 tested, 0.53% active;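 active = activation over 3 SD above normal in the single-dose calcium agonist read, cut at about 30% in these data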; note: 0% is about no effect
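Tetracycline-induced HEK293 Trex cells with D2 receptor force-coupled to calcium signaling, plated overnight at 30 C and loaded with no-wash calcium dye. Calcium flux read kinetically for 180 s after compound addition; responses flag agonists.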
TRHR PAM: allosterically enhances the human TRH receptor; P34981; TRHR cells, fluo-8 calcium fluorescence, EC20 TRH enhancement; enhancement, % at 2 µM; 360,000 tested, 0.66% active; in the data active = enhancement above about 30%; note: 0% is about no effect
Target sequence (P34981 whole entry, looked up): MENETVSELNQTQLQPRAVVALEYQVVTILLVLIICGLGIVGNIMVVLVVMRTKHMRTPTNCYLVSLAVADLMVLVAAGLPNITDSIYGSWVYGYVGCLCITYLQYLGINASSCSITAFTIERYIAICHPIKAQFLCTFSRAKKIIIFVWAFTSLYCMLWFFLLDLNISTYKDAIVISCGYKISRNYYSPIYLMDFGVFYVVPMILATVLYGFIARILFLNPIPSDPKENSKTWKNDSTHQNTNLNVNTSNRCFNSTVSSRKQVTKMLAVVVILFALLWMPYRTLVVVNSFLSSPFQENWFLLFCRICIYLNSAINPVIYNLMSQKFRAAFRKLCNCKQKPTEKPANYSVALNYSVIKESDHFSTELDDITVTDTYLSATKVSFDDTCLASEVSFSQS
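Enhancer read-out: after compound pinning and an initial kinetic agonist-mode read, an EC20 of TRH (10 nM final) was injected and fluo-8 calcium signal (Ex 480/Em 530) followed at 1 s/cycle for 100 cycles in TRHR-expressing cells.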
D2 antag: antagonists of human D2 dopamine receptor. P14416. HEK293 TREx D2 cells, calcium flux, dopamine EC80. inhibition, % at 10 µM. 340,000 tested, 2% active. AID 485344; in the data active = inhibition above about 30%; note: 0% is about no effect
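Dopamine at EC80 is the agonist stimulus; test compounds precede it by 180 s. Calcium flux read kinetically in a force-coupled, inducible HEK293 T-REx D2 cell line.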
RXFP1 antagonist: antagonists of human relaxin receptor RXFP1. Q9HBX9. HEK293-RXFP1, relaxin-stimulated cAMP HTRF, 30 min; active compounds read low. activity change, negative = inhibition, % at 57.5 µM. 350,000 tested, 0.59% active. AID 1259400;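 active = activity change of -60% or lower, but not beyond a set lower limit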; note: % is set by controls: 0 for no effect and ±100 for the full control effect
D1 agonist: activates the human D1 dopamine receptor | HEK293 T-REx D1 cells, calcium flux, agonist mode | AID 504660 | 360,000 tested, 1% active | activation, % at 2 µM; in the data active = activation above about 30%; note: 0% is about no effect
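Tetracycline-induced HEK293 TREx D1 cells, force-coupled to calcium signalling, were dye-loaded with a no-wash calcium kit. Compound was pin-added after a 10 s baseline. Fluorescence was read kinetically at 1 cycle/s for 180 s, with calcium rises flagged as agonism.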
Active calls of the source: *; . = no result given. The list is partial; the hit share may differ from the screen's.

SMILES	RXFP1 agonist	D2 potentiator	D1 antag	D1 potentiator	D2 agonist	TRHR PAM	D2 antag	RXFP1 antagonist	D1 agonist
Cc1cccc(-n2nnc(C(=O)NCc3ccccc3Cl)c2N)c1	-2.1%	.	-9	-2	-0.2	-10	-6	3	6
COc1ccc(C(=O)N/N=C(\C)CC(=O)NC2CCCCC2)c(OC)c1	9.2%	-13	0	8	0.4	-2	10	10	1
CCOC(=O)c1ccc(NC(=O)c2nc[nH]c2C(=O)N2CCN(c3ccccc3)CC2)cc1	-1.3%	-4	9	-4	-0.1	-7	-7	.	7
c1cn(-c2ncnc3sc4c(c23)CCCC4)cn1	0.9%	-13	-8	2	0.5	-2	-13	2	2
CCN(CCn1cccn1)C(=O)CCc1nnc(-c2ccc3c(c2)OCO3)o1	0.7%	9	-27	-3	-0.5	-5	-12	-2	1
CCCCCCOC(=O)c1ccc(NC(=O)c2cc(OC)c(OC)c(OC)c2Br)cc1	0.6%	-3	.	1	-0.4	23	-16	-6	46*
O=C(Cn1nc(Cc2ccncc2)c2ccccc2c1=O)N1CCc2ccccc2C1	-1.1%	6	-19	6	-0.7	0	2	.	-1
CCCCN1C(=O)C(=O)N(CC(=O)Nc2ccc(C(N)=O)cc2)C1=O	0.3%	-3	6	-2	0.3	5	-3	8	3
CCCC(=O)NC(c1ccc2c(c1)OCO2)c1cc(Cl)c2cccnc2c1O (stereo not drawn)	0.9%	-27	1	-1	1.1	-9	10	-17	8
COc1nc(C)ccc1-c1noc(-c2ccccn2)n1	3.4%	5	-9	-6	-2.3	0	9	1	-2
Cc1ccc(/C=C/S(=O)(=O)NCC(=O)O)cc1	0.5%	0	4	3	-0.2	12	-5	-5	0
CCOC(=O)C1CCCN(C(=O)CCCOc2cc(=O)n(C)c3ccccc23)C1 (stereo not drawn)	-2.0%	-8	-2	-2	-0.2	17	9	-4	0
CS(=O)(=O)Cc1cc(N2CCCC2)nc(-c2ccccc2)n1	-2.7%	-2	0	-1	4.2	-7	5	-15	1
Cc1nc([N+](=O)[O-])c(Br)n1CC(=O)c1ccc(Br)cc1	-0.7%	21	8	-1	0.1	20	-6	3	1
COc1ccc(Cl)cc1NC(=S)N1CCN(c2ccccn2)CC1	-0.1%	-8	3	-1	21	32*	35*	-32	0
CCn1cc(S(=O)(=O)CC(=O)Nc2cc(C)on2)c2ccccc21	2.8%	15	-2	-3	0.1	2	11	-16	1
CC1=NN(c2ccc(C)c(C)c2)C(=O)/C1=C/c1ccc2c(c1)n(C)c(=O)n2C	0.0%	-8	-6	4	2.5	-15	-3	-3	4
Cc1cc(C)n(-c2nc3ccccc3nc2Nc2ccc(C(C)C)cc2)n1	5.1%	12	-17	-4	0.8	1	.	-1	3
O=C(O)C1CCCCC1C(=O)NCCCN1CCOCC1 (stereo not drawn)	1.1%	-6	34	-2	-0.7	-5	-4	-7	3
COc1ccc(C2=NOC(C(=O)NCc3ccccn3)C2)cc1 (stereo not drawn)	1.5%	-3	-8	-4	0.8	1	0	-14	7
COc1cc(NC(=O)CCc2c(C)n(C)c3cc(-c4ccccc4C)nn3c2=O)cc(OC)c1OC	-1.2%	-6	0	-3	-1.5	-3	.	-3	1
Cc1cc(NC(=O)c2cccs2)ncc1NC(=O)C(C)C	0.4%	0	-10	2	-0.9	5	8	-2	-3
CC1(C)CC(n2c(NCCO)nc3c(c2=O)C2(CCCC2)Cc2ccccc2-3)CCO1 (stereo not drawn)	1.2%	34*	7	-8	0.6	0	-13	-29	2
CN1CCN(CCCNC(=O)c2ccc3c(Cl)c4c(nc3c2)CCCC4)CC1	1.1%	-5	13	2	-0.1	-2	8	6	0
CCC(=O)N1CCN(c2ccc(NC(=S)NC(=O)c3ccc(OC)c([N+](=O)[O-])c3)cc2)CC1	-0.8%	-3	-8	-2	0.8	-2	21	8	6

Remaining list, next part.
SMILES	RXFP1 agonist	D2 potentiator	D1 antag	D1 potentiator	D2 agonist	TRHR PAM	D2 antag	RXFP1 antagonist	D1 agonist
NC(=O)C1CCN(S(=O)(=O)Cc2ccccc2Cl)CC1	-0.3%	0	-6	5	0.9	4	13	9	0
COC(=O)c1ccc(C)c(NC(=O)C2COc3ccccc3O2)c1 (stereo not drawn)	0.6%	12	27	1	-2.4	6	-3	1	-1
COC(=O)/C(C#N)=C/c1c(N2CCCCCC2)nc2c(C)cccn2c1=O	-0.8%	10	-6	3	-2.0	-3	-13	-14	0
CCc1ccccc1NC(=O)CSc1nc2c(oc3ccccc32)c(=O)n1-c1ccccc1	4.7%	5	-10	2	0.1	0	.	.	4
COC(=O)CNC(=O)c1ccc(OC2CCN(C(=O)C3CC3)CC2)cc1	-3.2%	13	-5	0	0.3	3	-4	10	2
CC(=O)Nc1ccc(S(=O)(=O)NC2CC2)cc1	-1.1%	6	-3	-4	-0.2	-3	-3	-5	1
CCCCOC(=O)c1ccc(NC(=S)NC(=O)c2c(Cl)cnn2CC)cc1	3.0%	-2	7	0	0.1	1	5	14	6
CC1=CS(=O)(=O)CC1Sc1nc(C)n[nH]1 (stereo not drawn)	2.8%	-4	4	1	0.2	0	-5	4	-1
CCOc1ccc(CCNC(=O)c2cc3c(=O)n(C)c4ccccc4c3n2C)cc1OCC	0.6%	-13	10	-2	1.8	5	.	.	0
CCOC(=O)c1ccc(-c2c(-c3ccccc3OC)oc3ccccc23)cc1F	3.3%	1	.	-2	0.1	-3	-5	.	2
O=C(Nc1ccccc1)C1=C[C@@H](c2ccccc2)C[C@@H](OCc2ccc(CO)cc2)O1	2.3%	-8	-5	-6	-0.1	3	-3	.	3
COC(=O)CN1C(=O)CC(C)(C)S(=O)c2ccccc21 (stereo not drawn)	0.9%	-5	17	-6	0.2	-4	13	-1	-2
Cc1nn(CC(=O)O)c2ccccc12	-1.5%	-4	-1	-1	-0.5	-5	-16	4	0
N#Cc1c(-c2ccccc2)cc(C2CC2)nc1SCC(=O)O	0.7%	11	2	-4	-0.2	-7	-6	-12	0
Cc1ccc2c(CC(=O)Nc3ccccc3C(F)(F)F)coc2c1C	0.5%	.	-5	-2	-0.4	-7	.	-13	2
C=CCn1c(SCC(=O)Nc2nnc(CC)s2)nnc1-c1cccnc1	5.2%	3	-14	-4	0.2	-3	-9	-9	1
CCN(C(=O)CN(C)Cc1c(F)cccc1Cl)c1c(N)n(Cc2ccccc2)c(=O)[nH]c1=O	0.1%	3	2	-11	-0.3	5	6	24	0
O=C1[C@H]2[C@@H](c3ccc(F)cc3)N3C(=O)N(c4ccc(Br)cc4)C(=O)[C@@]3(Cc3ccccc3)[C@H]2C(=O)N1C1CCCCC1	1.2%	5	6	1	-0.2	-1	9	.	8
CC(C)(C)C(=O)Cn1c[n+](N)cn1	0.3%	.	-6	-4	2.0	6	22	2	4
O=C(C1Cc2ccccc2CN1C(=O)c1ccco1)N1CCN(c2ccccc2)CC1 (stereo not drawn)	-0.9%	1	6	-4	8.7	36*	-5	-1	1
O=C(NCC1CCCO1)c1onc(CSc2ccc(F)c(F)c2)c1C(=O)O (stereo not drawn)	-1.5%	6	4	1	-0.1	5	-1	.	-2
COc1ccccc1C(CNC(=O)c1cccc(S(=O)(=O)NCc2ccccc2)c1)N(C)C (stereo not drawn)	0.2%	-3	-2	2	-0.4	12	6	-12	2

A different layout for twelve compounds above.
Each structure is followed by: RXFP1 agonist | D2 potentiator | D1 antag | D1 potentiator | D2 agonist | TRHR PAM | D2 antag | RXFP1 antagonist | D1 agonist
> CC1=NN(c2ccc(C)c(C)c2)C(=O)/C1=C/c1ccc2c(c1)n(C)c(=O)n2C
→ 0.0% | -8 | -6 | 4 | 2.5 | -15 | -3 | -3 | 4
> Cc1cc(C)n(-c2nc3ccccc3nc2Nc2ccc(C(C)C)cc2)n1
→ 5.1% | 12 | -17 | -4 | 0.8 | 1 | . | -1 | 3
> O=C(O)C1CCCCC1C(=O)NCCCN1CCOCC1 (stereo not drawn)
→ 1.1% | -6 | 34 | -2 | -0.7 | -5 | -4 | -7 | 3
> COc1ccc(C2=NOC(C(=O)NCc3ccccn3)C2)cc1 (stereo not drawn)
→ 1.5% | -3 | -8 | -4 | 0.8 | 1 | 0 | -14 | 7
> COc1cc(NC(=O)CCc2c(C)n(C)c3cc(-c4ccccc4C)nn3c2=O)cc(OC)c1OC
→ -1.2% | -6 | 0 | -3 | -1.5 | -3 | . | -3 | 1
> Cc1cc(NC(=O)c2cccs2)ncc1NC(=O)C(C)C
→ 0.4% | 0 | -10 | 2 | -0.9 | 5 | 8 | -2 | -3
> CC1(C)CC(n2c(NCCO)nc3c(c2=O)C2(CCCC2)Cc2ccccc2-3)CCO1 (stereo not drawn)
→ 1.2% | 34* | 7 | -8 | 0.6 | 0 | -13 | -29 | 2
> CN1CCN(CCCNC(=O)c2ccc3c(Cl)c4c(nc3c2)CCCC4)CC1
→ 1.1% | -5 | 13 | 2 | -0.1 | -2 | 8 | 6 | 0
> CCC(=O)N1CCN(c2ccc(NC(=S)NC(=O)c3ccc(OC)c([N+](=O)[O-])c3)cc2)CC1
→ -0.8% | -3 | -8 | -2 | 0.8 | -2 | 21 | 8 | 6
> NC(=O)C1CCN(S(=O)(=O)Cc2ccccc2Cl)CC1
→ -0.3% | 0 | -6 | 5 | 0.9 | 4 | 13 | 9 | 0
> COC(=O)c1ccc(C)c(NC(=O)C2COc3ccccc3O2)c1 (stereo not drawn)
→ 0.6% | 12 | 27 | 1 | -2.4 | 6 | -3 | 1 | -1
> COC(=O)/C(C#N)=C/c1c(N2CCCCCC2)nc2c(C)cccn2c1=O
→ -0.8% | 10 | -6 | 3 | -2.0 | -3 | -13 | -14 | 0

Screening results deposited in PubChem by National Center for Advancing Translational Sciences (NCATS).
